Source: PubChem BioAssay (National Center for Advancing Translational Sciences (NCATS))
FUS yeast rescue: rescues growth of FUS-expressing yeast | S. cerevisiae FUS-expressing, growth rescue, OD600, 24 h | Potency, µM (series often up to 76.6 µM), for inactives: at the highest dose growth rescue (activation), hits mostly activators | hit rate 0.24% among 390,000;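 further: potency means the concentration at half of the fitted maximal effect; plate controls were DMSO vehicle for no effect and reference control for full effect; nearly all actives have a fitted effect of over 55% in size; some results filed as inactive show a strong effect at the top dose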
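Read-out: OD at 600 nm after 24hr at 30C, reporting rescue of FUS-induced yeast toxicity. Cells at OD 0.005 in galactose (2%) minimal medium; compounds tested in a dilution series; CP55940 titration from 92uM final as control.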
WRN helicase inh: WRN helicase (human) inhibition | Q14191 | WRN helicase unwinding, fluorescent forked duplex, kinetic | Potency, µM (titrated, usually from 114 µM), without a hit: at the highest dose activity change, negative = inhibition, hits mostly inhibitors | hit rate 0.46% among 360,000 | AID 651768; further: potency means the concentration at half of the fitted maximal effect; on the % scale 0 is the no-effect control and ±100 the full control effect; nearly all actives have a fitted effect of over 55% in size
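Screening of the MLSMR collection measured strand separation of a quenched forked DNA duplex (100 nM) by 20 nM WRN with 2 mM ATP, all final. Compounds were preincubated with enzyme 15 min at room temperature.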
EPAC1 agonist: activates human EPAC1 exchange factor; EPAC1 agonist qHTS, biochemical assay; response scale: 100% = response to 6.5 mM cAMP; Potency, µM (doses to about 154 µM), for the others: top-dose activation, hits mostly activators; hit rate 0.073% among 360,000; AID 720707; further: potency means the concentration at half of the fitted maximal effect; nearly all actives have a fitted effect of over 60% in size
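Nucleotide exchange by EPAC1 (100 nM) on Rap1B–BODIPY-GDP (250 nM) in the presence of 50 uM GDP is tracked fluorescently at 480/540 nm over 30 min. Signals are normalized to a 6.5 mM cAMP control.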
aSyn yeast inh: inhibitors of alpha-synuclein toxicity in yeast | Yeast expressing alpha-synuclein, growth rescue, BacTiter-Glo, 24 h | Potency, µM (doses to about 46.1 µM), without a hit: top-dose growth rescue (activation), actives largely listed as activators | hit rate 0.14% among 370,000; further: potency means the concentration at half of the fitted maximal effect; % of control where 0% means no effect; nearly all actives have a fitted effect of over 65% in size
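Rescue of yeast growth: cells expressing toxic alpha-synuclein, induced in galactose at OD600 0.02, incubated with compound 24 h at 30 C. ATP luminescence quantified growth; inhibitors of toxicity appear as activators.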
IL-2 act: activates IL-2 in a cell-based reporter assay | IL-2 activation reporter assay, cell-based qHTS; stimulated with anti-CD3/CD4/CD28 beads; in transgenic mouse T cells | hit rate 0.065% among 360,000 | activation, % (series mostly up to about 46 µM); in the data active means activation above about 50%; inconclusive means mostly about 30% to 49%; further: 0% is about no effect
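Readout: EGFP and DsRed signals by fluorescent plate cytometry. Unstimulated transgenic mouse T cells received compound 60 min before antibody-bead stimulation, then incubated 18 h at 37 degrees C.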
PLK1 PBD block: inhibitors of human PLK1 polo-box domain binding; Potency, µM, for inactives: max response, negative = inhibition, actives largely listed as inhibitors; hit rate 2.8% among 360,000; P53350; Plk1 PBD binding of FITC phosphopeptide, fluorescence polarization; AID 720504; further: potency means the concentration at half of the fitted maximal effect; series mostly up to about 57 µM; on the % scale 0 is the no-effect control and ±100 the full control effect; nearly all actives have a fitted effect of over 65% in size
Target sequence (P53350 whole entry, looked up, the tested form may be a part): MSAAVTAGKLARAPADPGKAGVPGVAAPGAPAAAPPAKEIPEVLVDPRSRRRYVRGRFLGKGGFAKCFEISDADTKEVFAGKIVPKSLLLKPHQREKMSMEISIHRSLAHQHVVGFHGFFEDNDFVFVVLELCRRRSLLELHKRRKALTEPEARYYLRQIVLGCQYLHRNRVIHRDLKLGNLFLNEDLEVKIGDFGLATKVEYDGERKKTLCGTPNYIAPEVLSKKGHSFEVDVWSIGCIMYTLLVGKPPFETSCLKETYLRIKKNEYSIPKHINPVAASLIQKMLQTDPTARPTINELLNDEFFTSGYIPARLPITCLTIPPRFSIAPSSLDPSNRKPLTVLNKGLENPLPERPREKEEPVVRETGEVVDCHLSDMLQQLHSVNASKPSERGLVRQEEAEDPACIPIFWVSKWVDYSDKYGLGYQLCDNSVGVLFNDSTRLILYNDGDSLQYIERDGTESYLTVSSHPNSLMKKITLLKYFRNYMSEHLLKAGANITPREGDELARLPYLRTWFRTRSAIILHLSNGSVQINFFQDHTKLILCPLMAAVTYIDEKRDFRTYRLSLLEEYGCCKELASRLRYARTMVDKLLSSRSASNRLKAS
EPAC1 antagonist: antagonists of human EPAC1; hit rate 0.14% among 360,000; EPAC1 GEF assay, Rap1b-BODIPY-GDP exchange fluorescence; O95398; Potency, µM (titrated, usually from 115 µM), without a hit: at the highest dose activity change, negative = inhibition, actives largely listed as inhibitors;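 further: potency means the concentration at half of the fitted maximal effect; plate controls were vehicle for no effect and positive control for full effect; nearly all actives have a fitted effect of over 50% in size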
PI5P4K alpha inh: PI5P4K alpha (human) kinase inhibition. P48426. AID 652105. PI5P4Kalpha enzyme, ADP-Glo luminescence, 60 min; stronger effect = lower value. max response, %. hit rate 1.2% among 330,000; active means max response of -50% or lower; inconclusive means between -30% and -50%; inactive means -30% or higher; further: value at the top dose of about 77 µM; on the % scale 0 is the no-effect control and ±100 the full control effect
Target sequence (P48426 whole entry, looked up): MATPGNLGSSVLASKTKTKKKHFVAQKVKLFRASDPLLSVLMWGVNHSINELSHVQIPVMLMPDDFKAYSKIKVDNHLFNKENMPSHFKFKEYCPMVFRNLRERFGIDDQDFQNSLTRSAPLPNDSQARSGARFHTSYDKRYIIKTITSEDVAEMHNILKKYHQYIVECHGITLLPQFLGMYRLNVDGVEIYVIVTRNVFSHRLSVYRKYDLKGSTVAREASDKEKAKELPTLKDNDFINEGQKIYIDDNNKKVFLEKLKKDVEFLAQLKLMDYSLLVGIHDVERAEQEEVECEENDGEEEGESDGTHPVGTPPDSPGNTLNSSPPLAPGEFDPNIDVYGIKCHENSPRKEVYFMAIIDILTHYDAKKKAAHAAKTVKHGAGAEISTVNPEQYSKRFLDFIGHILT
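Reactions run in 0.038 M HEPES pH 7.4, 0.28 mM EGTA, 0.1% CHAPS and 5% DMSO, with PI5P4Kalpha, substrate, compound and 5 microM ATP final, one hour at room temperature. Readout is ADP-Glo luminescence.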
Abeta yeast res: A-beta toxicity reversal in yeast; yeast expressing A-beta42, growth rescue, OD600, 48 h; response scale: 0% DMSO, 100% iron-clioquinol control; Potency, µM (highest dose often 46.1 µM), inactives show at the highest dose growth rescue, usual class: activators; hit rate 0.063% among 410,000; AID 1347071; further: potency means the concentration at half of the fitted maximal effect; nearly all actives have a fitted effect of over 55% in size
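Yeast growth medium received pinned compounds, then yeast cells expressing toxic A-beta were added; plates incubated at 30 C for 48 hr. Growth read as absorbance at 600 nm, normalized to DMSO and equimolar FeCl3 plus clioquinol controls.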
* hit, by the source's call; ? = inconclusive; . = not tested or not shown; [ ] = another dose, or the depositor's remark. Unless noted, the call rests on the fitted dose curve; in most records, active means well fitted curve in the direction sought with a large enough effect; inconclusive means small, poorly fitted or top-dose-only effect, or another doubt; inactive means no such curve, though single readings can be large; an effect the other way counts as inactive or inconclusive. Not a hit list; 4.1% or so of the library scored in one or more.

SMILES	FUS yeast rescue	WRN helicase inh	EPAC1 agonist	aSyn yeast inh	IL-2 act	PLK1 PBD block	EPAC1 antagonist	PI5P4K alpha inh	Abeta yeast res
O=C(Nc1ccccn1)c1sc2cccc(F)c2c1Cl	-6%	7%	-7%	0%	0.5	0%	9%	2	-8%
COCCN(C(=O)COc1ccccc1)c1nnc(-c2cccnc2)s1	11%	-3%	7%	-2%	-0.1	-24%	7%	-3	6%
CO/C=C\C=C/c1nnn(-c2ccc(Cl)cc2)n1	32%	-10%[11.6 µM]	-5%	13%	-1.6	?	-21%	?	-21%
CC(C)Sc1nc2c(c(=O)[nH]1)C(c1cccs1)C1=C(CC(C)(C)CC1=O)N2 (stereo not drawn)	34%	-2%	-6%	0%	-2.0	?	-9%	-12	-11%
C[C@H](CO)N1C[C@H](C)[C@@H](CN(C)CC2CC2)Oc2c(NC(=O)Cc3ccccc3)cccc2C1=O	-17%	-1%	-9%	-5%	2.6	-8%	?	0	3%
Cc1noc(C)c1S(=O)(=O)Nc1ccc(C(=O)NC2CCCCC2)cc1	20%	-2%[57.1 µM]	-5%	1%	-1.6	-3%	-1%	1	3%
Cc1ccc(CN2CCN(c3ccccn3)CC2)s1	16%	-7%	4%	13%	-1.1	-3%	-11%	.	-5%
COc1ccc(CCNC(=O)c2cc3ccc(Cl)cc3nc2N)cc1	3%	0%	6%	-16%	-0.3	-7%	0%	-1	-9%
Cc1nc(CCNC(=O)c2ccccc2)cs1	7%	2%	7%	-6%	0.4	-11%	-9%	12	-3%
Cc1c(C=O)c2ccccc2n1CC(=O)N1CCc2ccccc2C1	18%	2%	3%	17%	-0.3	-18%	21%	2	15%

Brought forward from above: four compounds, then new ones.
SMILES	FUS yeast rescue	WRN helicase inh	EPAC1 agonist	aSyn yeast inh	IL-2 act	PLK1 PBD block	EPAC1 antagonist	PI5P4K alpha inh	Abeta yeast res
Cc1ccc(CN2CCN(c3ccccn3)CC2)s1	16%	-7%	4%	13%	-1.1	-3%	-11%	.	-5%
COc1ccc(CCNC(=O)c2cc3ccc(Cl)cc3nc2N)cc1	3%	0%	6%	-16%	-0.3	-7%	0%	-1	-9%
Cc1nc(CCNC(=O)c2ccccc2)cs1	7%	2%	7%	-6%	0.4	-11%	-9%	12	-3%
Cc1c(C=O)c2ccccc2n1CC(=O)N1CCc2ccccc2C1	18%	2%	3%	17%	-0.3	-18%	21%	2	15%
COC(=O)c1sccc1NC(=O)c1ccc(OC)cc1OC	22%	2%	13%	-3%	-1.1	-8%	-2%	5	4%
CC(C)(C)c1ccc(OCC(=O)NNC(=S)NC(=O)c2ccccc2[N+](=O)[O-])c(Br)c1	31%	-26%	-19%	?	0.4	0%	-10%	?	22%
COc1ccc(C(=O)/C=C/c2ccc(OC)c(Cn3nnc4ccccc43)c2)cc1	.	-32%	10%	10%	-0.6	-13%	11%	12	11%
COCC1CCN(C(=O)c2cc(COc3cc(C)c(Cl)c(C)c3)on2)C1 (stereo not drawn)	11%	-3%	-6%	-2%	-3.0	-14%	-5%	0	-1%
O=C(CCCOc1ccc(Cl)cc1Cl)N/N=C/c1ccccc1O	.	5%	-2%	22µM*	0.1	-2%	-17%	2	?
CCCS(=O)(=O)N1CCCC(C(=O)NCCc2ccccc2)C1 (stereo not drawn)	4%	2%	11%	-1%	-0.5	-10%	2%	-1	-2%
CCCOc1ccc(C2c3c(oc4cc(C)c(C)cc4c3=O)C(=O)N2CCCN(C)C)cc1OCC (stereo not drawn)	?	3%	-15%	-2%	-0.8	-1%	-4%	-1	-15%
COc1ccc(NC(=O)C#Cc2ccccc2)cc1OC	12%	5%	-5%	-2%	-2.0	-3%	-7%	-10	-3%
CC1CCCN(C(=O)NC2CC(=O)N(c3ccc4c(c3)OCCO4)C2)C1 (stereo not drawn)	6%	3%	-5%	-1%	-0.5	-6%	-17%	6	10%
CC(=O)N1CCc2c(sc(NC(=O)C3CCCCC3)c2C(N)=O)C1	-15%	-1%	-7%	0%	4.9	-20%	-3%	3	15%

Full records, quoted from the list. Screens in order: FUS yeast rescue	WRN helicase inh	EPAC1 agonist	aSyn yeast inh	IL-2 act	PLK1 PBD block	EPAC1 antagonist	PI5P4K alpha inh	Abeta yeast res
CC(C)(C)c1ccc(OCC(=O)NNC(=S)NC(=O)c2ccccc2[N+](=O)[O-])c(Br)c1 across the screens: 31%	-26%	-19%	?	0.4	0%	-10%	?	22%
COC(=O)c1sccc1NC(=O)c1ccc(OC)cc1OC across the screens: 22%	2%	13%	-3%	-1.1	-8%	-2%	5	4%
O=C(CCCOc1ccc(Cl)cc1Cl)N/N=C/c1ccccc1O across the screens: .	5%	-2%	22µM*	0.1	-2%	-17%	2	?

Further compounds:
SMILES	FUS yeast rescue	WRN helicase inh	EPAC1 agonist	aSyn yeast inh	IL-2 act	PLK1 PBD block	EPAC1 antagonist	PI5P4K alpha inh	Abeta yeast res
COc1ccc(C2C3=C(CC(C)(C)CC3=O)Nc3c2c(=O)[nH]c2nc(C)nn32)cc1 (stereo not drawn)	1%	13%	-10%	-16%	30	-7%	3%	.	-3%
COc1ccc(/C=N/Nc2ccccc2)cc1Cn1nc(C)c([N+](=O)[O-])c1C	27%	7%	11%	14%	2.5	-11%	8%	2	-2%
CC(C)(C)C1=Nn2c(nnc2C2CCCCC2)SC1	29%	5%	2%	9%	-1.4	-11%	2%	.	-10%
CC(=O)c1ccc(OCc2c(-c3ccccc3)nnn2CC(=O)NS(=O)(=O)c2ccc(C)cc2)cc1	24%	6%	-4%	?	0.1	-2%	-23%	-6	-8%
O=C(NCc1ccco1)c1cc(-c2ccc(Cl)cc2)on1	13%	-10%	4%	-26%	-2.7	-6%	16%	.	-7%
Cc1nc(=O)c(-c2ccccc2)c(C)n1-c1cccc(C(=O)O)c1	9%	-1%	1%	5%	0.2	-16%	0%	-12	-12%
CC1(C(=O)O)CCCN1C(=O)c1cc2ccccc2s1 (stereo not drawn)	1%	-4%	5%	0%	0.4	5%	-21%	0	-5%
O=C(OCc1nc2ccsc2c(=O)[nH]1)c1ccco1	10%	-27%	-13%	-1%	0.9	-6%	0%	0	3%
Cc1ccc(S(=O)(=O)Nc2c(C)nc3nc(C)[nH]n3c2=O)cc1	-18%	7%[57.1 µM]	3%	1%	1.6	-13%	-4%	1	0%
CCN1C[C@@H]2[C@@H]3C(=O)N(C)C(=O)[C@@H]3[C@](CC)(C(=O)OC)N2C1=NC	-32%	-5%	-1%	-1%	0.4	-11%	0%	0	-7%
COc1ccc(CCNC(=O)Cn2nnc(-c3cccs3)n2)cc1OC	3%	-11%	3%	3%	-2.2	-3%	-12%	.	-12%
CCOc1ccc(-n2cc(C(=O)N3CCC(C)CC3)c3cc(OC)c(OC)cc3c2=O)cc1	11%	-8%	5%	9%	0.1	-9%	1%	3	-9%
COc1ccc(C(=O)NCC(=O)OCC(=O)Nc2ccc(C)c(S(=O)(=O)N(C)C)c2)cc1OC	20%	-7%	4%	1%	0.7	-4%	-27%	-1	5%
CNC(=O)Cn1nc(-c2ccc(C)c(S(=O)(=O)N(C)C)c2)c2ccccc2c1=O	1%	2%	1%	4%	-0.9	0%	12%	-1	4%
O=C(NNc1ccccc1Br)C(O)(c1cccc(C(F)(F)F)c1)c1cccc(C(F)(F)F)c1	0%	-11%	-6%	0%	-2.6	-13%	-24%	-6	20%
CC(C)c1ccc(NC(=O)COC(=O)/C=C/c2cccc([N+](=O)[O-])c2)cc1	.	-23%	-7%	-4%	0.2	-7%	4%	-5	-3%
O=C(CNC(=O)C1CCCCC1)OCc1cc(=O)oc2ccc3ccccc3c12	-11%	-5%	2%	-10%	-2.5	2%	8%	-7	-9%
COc1ccc(-n2cnnc2SCC(=O)c2cc(C)n(Cc3cccs3)c2C)cc1	44%	-33%	-2%	10%	1.0	-7%	-15%	-8	?
CCc1c(C)sc(NC(=S)Nc2nc(C)cc(C)n2)c1C(=O)OC	18%	-8%	-3%	-8%	-1.0	1%	-1%	-3	23%
COc1cc(OC)cc(C(=O)NC(=S)NNC(=O)Cc2cccs2)c1	-6%	0%	2%	?	-0.3	-11%	-3%	?	9%
O=C(CCN1C(=O)/C(=C/c2ccc(Cl)cc2)SC1=S)NC1C=CS(=O)(=O)C1 (stereo not drawn)	-11%	-7%	-3%	15%	-0.6	-20%	-26%	0	-15%
COc1ccc(S(=O)(=O)N2CCN(C(=O)CNC(=O)c3ccc4c(c3)OCO4)CC2)cc1	5%	-5%	-2%	0%	-4.8	-5%	13%	5	8%
COc1ccc(OC)c(NC(=O)c2cc3oc4ccccc4c3cc2O)c1	-28%	7%	-7%	1%	-3.4	1%	5%	-5	-1%
Cc1ccc(NC2=NCC(=O)N2C2CCCC2)c(C)c1	9%	-2%	5%	-5%	0.5	-7%	-1%	11	-3%
COc1ccc(/C(O)=C2/C(=O)C(=O)N(CCN(C)C)C2c2ccc(C)cc2)cc1Cl (stereo not drawn)	21%	10%	2%	5%	-1.8	-4%	-3%	2	5%
